Nrf2 block – blocks Nrf2 signaling. A549 ARE-Fluc reporter, luciferase luminescence, 18-24 h. Potency, µM (titrated, usually from 46 µM), for inactives: top-dose activity change, negative = inhibition, usual class: inhibitors. 360,000 tested, 2.1% active. AID 504444; also: % is scaled to controls: 0 for no effect and ±100 for the full control effect; nearly all actives have a fitted effect of over 60% in size
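In this cell-based qHTS, ARE-driven firefly luciferase in A549 cells reports Nrf2 activity; the luminescent signal after BugLite lysis is the measured value, with a prior CellTiter-Fluor read for cell health.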
EPAC2 antag – EPAC2 (human) antagonism | Q8WZA2 | EPAC2 GEF exchange of Rap1B-BODIPY-GDP, fluorescence | Potency, µM (doses to about 114 µM), without a hit: at the highest dose activity, negative = inhibition, hits mostly inhibitors | 360,000 tested, 0.18% active; also: % is scaled to controls: 0 for no effect and ±100 for the full control effect; nearly all actives have a fitted effect of over 45% in size; many of its hits are not listed in these tables
Target sequence (Q8WZA2 whole entry, looked up): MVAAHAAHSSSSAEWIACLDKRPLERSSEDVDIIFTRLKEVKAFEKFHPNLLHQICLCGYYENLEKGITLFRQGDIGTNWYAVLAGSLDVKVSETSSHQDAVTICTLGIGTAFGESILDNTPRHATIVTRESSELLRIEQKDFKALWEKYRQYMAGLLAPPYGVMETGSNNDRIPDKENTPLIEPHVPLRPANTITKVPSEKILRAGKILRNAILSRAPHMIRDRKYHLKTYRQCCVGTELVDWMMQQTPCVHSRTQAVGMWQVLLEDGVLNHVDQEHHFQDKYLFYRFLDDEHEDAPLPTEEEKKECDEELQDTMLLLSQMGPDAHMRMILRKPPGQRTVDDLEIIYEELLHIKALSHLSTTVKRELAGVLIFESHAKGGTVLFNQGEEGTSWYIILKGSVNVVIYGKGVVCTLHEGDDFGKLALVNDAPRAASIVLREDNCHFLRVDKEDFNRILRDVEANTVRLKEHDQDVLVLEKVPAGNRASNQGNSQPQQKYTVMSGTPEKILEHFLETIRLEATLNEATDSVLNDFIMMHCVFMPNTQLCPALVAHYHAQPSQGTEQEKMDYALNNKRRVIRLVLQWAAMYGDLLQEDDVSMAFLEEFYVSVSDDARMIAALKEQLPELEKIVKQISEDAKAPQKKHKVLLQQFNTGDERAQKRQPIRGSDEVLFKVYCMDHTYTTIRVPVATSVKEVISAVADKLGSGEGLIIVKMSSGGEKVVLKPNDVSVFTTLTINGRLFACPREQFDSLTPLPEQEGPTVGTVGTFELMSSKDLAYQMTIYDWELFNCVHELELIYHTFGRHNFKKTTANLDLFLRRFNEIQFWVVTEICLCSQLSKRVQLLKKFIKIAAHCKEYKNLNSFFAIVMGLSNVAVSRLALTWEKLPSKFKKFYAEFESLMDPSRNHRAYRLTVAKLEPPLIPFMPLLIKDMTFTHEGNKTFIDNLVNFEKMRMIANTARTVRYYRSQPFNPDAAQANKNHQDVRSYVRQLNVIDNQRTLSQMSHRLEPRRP
Nrf2 activator – Nrf2 pathway activation. Potency, µM (doses to about 46.1 µM), for the others: at the highest dose activation, actives largely listed as activators. AREc32 ARE-luciferase reporter (MCF7-derived line), luminescence, 24 h. 410,000 tested, 0.31% active. AID 624171; also: % of control where 0% means no effect; nearly all actives have a fitted effect of over 65% in size
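AREc32 cells carrying an ARE-driven firefly luciferase, 1000 cells/well in OPTI-MEM with 5% FBS, dosed after overnight attachment and incubated 24 hr at 37 deg C. Steady-Glo luminescence read after 30 min at RT.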
A549 viability – kills or reduces viability of A549 cells in Nrf2 counter-screen; A549 ARE-Fluc cells, CellTiter-Fluor viability, 18-24 h; 390,000 tested, 0.16% active; Potency, µM (titrated, usually from 46 µM), for inactives: at the top dose activity change, negative = cytotoxicity, usual class: inhibitors; also: % is scaled to controls: 0 for no effect and ±100 for the full control effect
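A549 ARE-Fluc cells in 5% FBS OPTI-MEM, 5000 cells/well, rested 2 h then exposed to compounds in concentration-response for 18-24 h at 37 °C. Viability by CellTiter-Fluor fluorescence (Ex 405/Em 525) after 30 min; luciferase luminescence (BugLite, 15 min, RT) read afterwards.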
HepG2 viability – counter-screen for TGF-b inhibitors: cytotoxicity in HepG2 cells; 410,000 tested, 0.76% active; HepG2 CAGA-GFP viability, ATP luminescence, 18 h; Potency, µM (doses to about 46.1 µM), without a hit: at the top dose activity change, negative = cytotoxicity, most hits filed as cytotoxic; also: some results filed as inactive show a strong effect at the top dose
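HepG2 CAGA-GFP cells (1000/well, DMEM with 1% FBS) received compound, then TGF-beta at 500 pg/mL final, and were incubated 18 hours at 37 degrees C. Viability was read by CellTiter-Glo luminescence. Media-only wells were set as complete cell-killing and DMSO as no toxicity.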
ATXN2 expr inh – inhibitors of ATXN2 expression | HEK-293 ATXN2-luciferase reporter, luminescence, 24 h | Potency, µM (top dose mostly 57 µM), without a hit: top-dose activity change, negative = inhibition, most hits filed as inhibitors | 360,000 tested, 0.72% active | AID 1745845; also: % is scaled to controls: 0 for no effect and ±100 for the full control effect; nearly all actives have a fitted effect of over 55% in size
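qHTS (up to 57 uM final) was run with 24 h compound exposure of reporter cells at 37 °C. Each well was multiplexed: SteadyGlo luminescence measured ATXN2-luciferase expression after a fluorogenic Gly-Phe-AFC viability readout (25 uM final).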
ATXN viability – reduces viability in counter-screen for ATXN expression inhibitors; S2 cells (HEK-293 line with an ATXN2-luciferase reporter) viability, CellTiter-Fluor protease fluorescence, 24 h; Potency, µM (top dose mostly 56.7 µM), usual class: cytotoxic; 400,000 tested, 0.49% active; AID 651635; also: nearly all actives have a fitted effect of over 40% in size
MCF10A rerep – induces DNA re-replication in MCF 10a normal breast cells. MCF 10A DNA re-replication, Hoechst nuclear intensity, 48 h. Potency, µM (doses to about 46.1 µM), for inactives: top-dose activity, positive = re-replication, usual class: activators. 350,000 tested, 2.9% active; also: % of control where 0% means no effect; nearly all actives have a fitted effect of over 50% in size
TGFb SMAD3 inh – inhibitors of TGF-b signaling; Potency, µM (series often up to 46.1 µM), without a hit: at the highest dose activity, negative = inhibition, most hits filed as inhibitors; HepG2 CAGA-GFP TGF-b/SMAD3 reporter, GFP fluorescence, 18 h; TGF-beta stimulated, 500 pg/mL final; AID 588855; 410,000 tested, 1.2% active; also: % is scaled to controls: 0 for no effect and ±100 for the full control effect; nearly all actives have a fitted effect of over 65% in size
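Inhibition of TGF-beta-driven CAGA-GFP reporter expression in HEPG2 cells is measured by cellular GFP fluorescence after 18 h stimulation with 500 pg/mL recombinant TGF-beta in 1% FBS medium at 37 degrees C.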
* marks the source's active call; other numbers are inactive results; [ ] = dose if it differs, or a comment. Calls follow the shape of the dose curve; as a rule, active = well fitted curve in the direction sought with a large enough effect; inconclusive = small, poorly fitted or top-dose-only effect, or another doubt; inactive = no such curve, though single readings can be large; an effect the other way counts as inactive or inconclusive. Potency is read from the fitted curve at half-maximal effect. The list is partial; the hit share may differ from the screen's.

CCC(=O)NCCc1nc2cc(NC(=O)c3cccc(Br)c3)ccc2n1C was read as Nrf2 activator -0.7%, A549 viability -2%, HepG2 viability -13%, ATXN2 expr inh 3%, ATXN viability inconclusive and TGFb SMAD3 inh -18%.
Screening CCOCCCNCC(=O)Nc1ccccc1N1CCOCC1 returned EPAC2 antag 12%, Nrf2 activator -0.8%, A549 viability -1%, HepG2 viability -1%, ATXN2 expr inh -5%, ATXN viability inactive, MCF10A rerep -8% and TGFb SMAD3 inh 26%.
For CC(C)(C)c1ccccc1NC(=O)c1ccco1 the results were Nrf2 block 13%, EPAC2 antag 4%, Nrf2 activator -0.7%, A549 viability -4%, HepG2 viability 2%, ATXN2 expr inh 1%, ATXN viability inactive, MCF10A rerep 29% and TGFb SMAD3 inh 14%.
`CC1=C(C#N)C(=O)NC1(C)O` (configuration not stated) gave EPAC2 antag 2%, Nrf2 activator -0.3%, HepG2 viability 28%, ATXN viability inactive and TGFb SMAD3 inh 11%.
O=C(OCCNC(=O)c1ccc2ccccc2n1)c1cccnc1 was read as Nrf2 block 1%, EPAC2 antag 5%, Nrf2 activator 0.3%, A549 viability -5%, HepG2 viability -2%, ATXN2 expr inh 1%, ATXN viability inactive, MCF10A rerep 12% and TGFb SMAD3 inh 1%.
Screening COc1ccc(NC(=O)CN(c2ccc(C)cc2)S(=O)(=O)c2c(C)nn(C)c2C)cc1 returned Nrf2 block -2%, EPAC2 antag 2%, Nrf2 activator -0.8%, A549 viability 0%, HepG2 viability 4%, ATXN2 expr inh 5%, ATXN viability inactive, MCF10A rerep -1% and TGFb SMAD3 inh 9%.
`CCCCCOC(=O)Cn1c(SCC(=O)Nc2ccccc2)nc2c1c(=O)[nH]c(=O)n2C` gave Nrf2 block 23%, EPAC2 antag 8%, Nrf2 activator -0.8%, A549 viability -1%, HepG2 viability 7%, ATXN2 expr inh -7%, ATXN viability inactive, MCF10A rerep -2% and TGFb SMAD3 inh 10%.
Screening Cc1ccccc1N(CC(=O)N/N=C/c1ccc(Cl)cc1)C(=O)c1ccccc1 returned Nrf2 block 21µM*, EPAC2 antag -14%, Nrf2 activator 0.6%, A549 viability inconclusive, HepG2 viability -40%, ATXN2 expr inh -8%, ATXN viability inactive, MCF10A rerep 26µM* and TGFb SMAD3 inh inconclusive.
Screening Cc1cccc(C)c1NC(=O)COC(=O)c1ccccc1Nc1ccccc1 returned Nrf2 block inconclusive, EPAC2 antag 2%, Nrf2 activator 0.3%, A549 viability 11%, HepG2 viability -2%, ATXN2 expr inh -6%, ATXN viability inactive, MCF10A rerep 14% and TGFb SMAD3 inh 0%.
`Cn1c(=O)c(Nc2ccc(Cl)cc2)c2c3c(cccc31)C(=O)c1ccccc1-2` gave Nrf2 block 3%, EPAC2 antag 63%[activator], Nrf2 activator 3.8%, A549 viability -13%, HepG2 viability -19%, ATXN2 expr inh -25%, MCF10A rerep inconclusive and TGFb SMAD3 inh 71%[activator].
Screening CCN(CC(=O)Nc1ccc2c(c1)OCCO2)Cc1nc2cc(Cl)ccc2c(=O)[nH]1 returned Nrf2 block -21%, EPAC2 antag -3%, Nrf2 activator 4.6%, A549 viability -9%, HepG2 viability -22%, ATXN2 expr inh 8%, ATXN viability inactive, MCF10A rerep inconclusive and TGFb SMAD3 inh inconclusive.
Screening COCCCC1CCN(C(=O)C2CCC(=O)N(CC3CCCCC3)C2)CC1 (configuration not stated) returned Nrf2 block 5%, EPAC2 antag 2%, Nrf2 activator -0.7%, A549 viability -5%, HepG2 viability -29%, ATXN2 expr inh -8%, ATXN viability inconclusive, MCF10A rerep -1% and TGFb SMAD3 inh -29%.
For COc1ccc2c(c1)cc1c(=O)n(CC(=O)NC(C)C)nc(C)n12 the results were Nrf2 block 5%, Nrf2 activator -0.7%, A549 viability 10%, HepG2 viability -2%, ATXN2 expr inh 4%, ATXN viability inactive and TGFb SMAD3 inh 3%.
`COc1ccc(NC(=O)c2ccc3ncsc3c2)c2ccccc12` gave Nrf2 block -11%, EPAC2 antag 0%, Nrf2 activator 0.3%, A549 viability -13%, HepG2 viability -5%, ATXN2 expr inh 22%, ATXN viability inactive, MCF10A rerep -1% and TGFb SMAD3 inh -12%.
For CCOC(=O)C(/C(C)=N/NC(=O)c1ccccc1[N+](=O)[O-])C(C)C (configuration not stated) the results were Nrf2 block -2%, EPAC2 antag 12%, Nrf2 activator 0.1%, A549 viability -9%[1.84 µM], HepG2 viability 0%, ATXN2 expr inh 3%, ATXN viability inactive, MCF10A rerep 3% and TGFb SMAD3 inh 2%.

Part of the list above in order of formula weight, lowest first.
O=C(OCCNC(=O)c1ccc2ccccc2n1)c1cccnc1 was read as Nrf2 block 1%, EPAC2 antag 5%, Nrf2 activator 0.3%, A549 viability -5%, HepG2 viability -2%, ATXN2 expr inh 1%, ATXN viability inactive, MCF10A rerep 12% and TGFb SMAD3 inh 1%.
`COc1ccc(NC(=O)c2ccc3ncsc3c2)c2ccccc12` gave Nrf2 block -11%, EPAC2 antag 0%, Nrf2 activator 0.3%, A549 viability -13%, HepG2 viability -5%, ATXN2 expr inh 22%, ATXN viability inactive, MCF10A rerep -1% and TGFb SMAD3 inh -12%.
`CCCCCOC(=O)Cn1c(SCC(=O)Nc2ccccc2)nc2c1c(=O)[nH]c(=O)n2C` gave Nrf2 block 23%, EPAC2 antag 8%, Nrf2 activator -0.8%, A549 viability -1%, HepG2 viability 7%, ATXN2 expr inh -7%, ATXN viability inactive, MCF10A rerep -2% and TGFb SMAD3 inh 10%.

The listing continues:
Screening CCCn1c(-c2cccc([N+](=O)[O-])c2)nc2c1c(=O)[nH]c(=O)n2Cc1ccccc1 returned Nrf2 block 3%, EPAC2 antag 5%, Nrf2 activator 3.8%, A549 viability -10%, HepG2 viability -25%, ATXN2 expr inh -6%, ATXN viability inactive, MCF10A rerep 3% and TGFb SMAD3 inh 0%.
Screening CCc1ccc(NC(=O)CCn2c(-c3ccc(OC)cc3)cc(C(C)=O)c2C)cc1 returned Nrf2 activator 10%, A549 viability -21%, HepG2 viability -16% and TGFb SMAD3 inh -22%.
Screening CN1CCN(CC(=O)Nc2c(C(=O)c3ccccc3)oc3ccccc23)CC1 returned Nrf2 block -12%, EPAC2 antag 1%, Nrf2 activator 4.7%, A549 viability 9%, HepG2 viability -36%, ATXN2 expr inh inconclusive, ATXN viability inactive, MCF10A rerep 30% and TGFb SMAD3 inh -28%.
`COc1ccc(C(=O)CC(=O)C(=O)Nc2ccc(C)c(Cl)c2)cc1` gave Nrf2 block inconclusive, EPAC2 antag 7%, Nrf2 activator 3.0%, A549 viability 2%, HepG2 viability -23%, ATXN2 expr inh -9%, ATXN viability inactive, MCF10A rerep 23% and TGFb SMAD3 inh 8%.
`Nc1cc(C(=O)OCC(=O)Nc2cccc(S(=O)(=O)N3CCOCC3)c2)ccc1Cl` gave Nrf2 block -1%, EPAC2 antag -10%, Nrf2 activator -0.1%, A549 viability 1%, HepG2 viability -5%, ATXN2 expr inh 5%, ATXN viability inactive, MCF10A rerep -2% and TGFb SMAD3 inh -10%.
Screening Fc1ccc(CNC(=S)NC2CCCC2)cc1 returned Nrf2 block -10%, EPAC2 antag 4%, Nrf2 activator 3.7%, A549 viability 0%, HepG2 viability 4%, ATXN viability inactive, MCF10A rerep 9% and TGFb SMAD3 inh -23%.
For CCOc1ccc(S(=O)(=O)N(CC(=O)Nc2cccnc2)c2ccc(F)cc2)cc1 the results were Nrf2 block -11%, EPAC2 antag -5%, Nrf2 activator -0.2%, A549 viability -5%, HepG2 viability -28%, ATXN2 expr inh -7%, ATXN viability inactive, MCF10A rerep inconclusive and TGFb SMAD3 inh inconclusive.
Screening O=C(COc1ccc2ccccc2c1)Nc1ccc(Cc2ccncc2)cc1 returned Nrf2 block 15µM*, EPAC2 antag -9%, Nrf2 activator -0.1%, A549 viability -27%, HepG2 viability -35%, ATXN2 expr inh -19%, ATXN viability inactive, MCF10A rerep 13% and TGFb SMAD3 inh inconclusive.
`Cc1sc2ncnc(SCC(=O)NCC(C)C)c2c1C` gave Nrf2 block -29%, EPAC2 antag 0%, Nrf2 activator -0.4%, A549 viability 12%, HepG2 viability -21%, ATXN2 expr inh -6%, ATXN viability inactive, MCF10A rerep 0% and TGFb SMAD3 inh 4%.
Cc1cc(C)cc(NC(=O)C(OC(=O)Cn2cnc3c2c(=O)n(C)c(=O)n3C)c2ccccc2)c1 (configuration not stated) was read as Nrf2 block inconclusive, EPAC2 antag 2%, Nrf2 activator -0.3%, A549 viability -3%, HepG2 viability 0%, ATXN2 expr inh 6%, ATXN viability inactive, MCF10A rerep 3% and TGFb SMAD3 inh 23%.
`CCN(CC)CCNC(=S)Nc1ccc(Cl)cc1` gave Nrf2 block 15%, EPAC2 antag 0%, Nrf2 activator 0.1%, A549 viability -3%, HepG2 viability -36%, ATXN2 expr inh -5%, ATXN viability inactive, MCF10A rerep -6% and TGFb SMAD3 inh -4%.
For COC(=O)c1ccc(NC(=O)COC(=O)CSc2nc(C)cc(C)n2)cc1 the results were Nrf2 block 9%, EPAC2 antag 0%, Nrf2 activator 0.0%, A549 viability 3%, HepG2 viability -54%, ATXN2 expr inh 2%, ATXN viability inactive, MCF10A rerep 4% and TGFb SMAD3 inh -3%.
Screening CCOc1cccc2cc(C(=O)NCCC3=CCCCC3)c(=O)oc12 returned Nrf2 block -4%, EPAC2 antag -10%, Nrf2 activator 4.4%, A549 viability -3%, HepG2 viability -1%, ATXN2 expr inh 21%, ATXN viability inactive, MCF10A rerep -3% and TGFb SMAD3 inh 16%.
`COc1ccc(C2NC(=O)c3ccccc3N2)c(OC)c1OC` (configuration not stated) gave EPAC2 antag 0%, Nrf2 activator -1.3%, HepG2 viability -10%, ATXN viability inactive and TGFb SMAD3 inh 0%.
`O=C(Nc1ccc(N2CCOCC2)cc1)c1ccncc1` gave Nrf2 block 15%, EPAC2 antag -1%, Nrf2 activator -0.2%, A549 viability -3%, HepG2 viability 3%, ATXN2 expr inh 3%, ATXN viability inactive, MCF10A rerep 1% and TGFb SMAD3 inh 2%.
For CCOC(=O)CC(C)(C)/C(C)=N/Nc1ccc([N+](=O)[O-])cc1[N+](=O)[O-] the results were Nrf2 block 18µM*, EPAC2 antag -5%, Nrf2 activator 5.8%, A549 viability inconclusive, HepG2 viability -14%, ATXN viability inactive, MCF10A rerep 0% and TGFb SMAD3 inh -3%.

Compound activity from PubChem.
